# High-throughput results: PubChem, National Center for Advancing Translational Sciences (NCATS)
# EPAC2 antagonist: antagonists of human EPAC2; Q8WZA2; EPAC2 GEF exchange of Rap1B-BODIPY-GDP, fluorescence; Potency, µM (titrated, usually from 114 µM), without a hit: at the top dose activity, negative = inhibition, hits mostly inhibitors; actives 0.18% (n = 360,000); further: potency means the concentration at half of the fitted maximal effect; on the % scale 0 is the no-effect control and ±100 the full control effect; nearly all actives have a fitted effect of over 45% in size; many of its hits are not listed in these tables
# FUS suppressor: FUS proteinopathy suppression in yeast; S. cerevisiae FUS-expressing, growth rescue, OD600, 24 h; Potency, µM (highest dose often 76.6 µM), for inactives: top-dose growth rescue (activation), actives largely listed as activators; actives 0.24% (n = 390,000); AID 1347120;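 further: potency means the concentration at half of the fitted maximal effect; plate controls were DMSO vehicle for no effect and reference control for full effect; nearly all actives have a fitted effect of over 55% in size; some results filed as inactive show a strong effect at the top dose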
#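 Restored growth of FUS-toxic S. cerevisiae, read as 600 nm absorbance after 24 h at 30C in galactose medium (starting OD 0.005). Controls CP55940 and DMSO.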
# Abeta yeast res: restores growth of yeast expressing A-beta42 peptide; yeast expressing A-beta42, growth rescue, OD600, 48 h; response scale: 0% DMSO, 100% iron-clioquinol control; Potency, µM (highest dose often 46.1 µM), for the others: at the highest dose growth rescue, usual class: activators; actives 0.063% (n = 410,000); further: potency means the concentration at half of the fitted maximal effect; nearly all actives have a fitted effect of over 55% in size
#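 Yeast A-beta toxicity model in growth medium with pinned compounds, 48 h at 30 C; growth read as absorbance at 600 nm. Normalized to FeCl3/clioquinol equimolar mix (positive) and DMSO (negative).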
# TDP43 rescue: rescues yeast growth from TDP-43 toxicity | TDP-43 expressing yeast growth rescue, BacTiter-Glo, 24 h | Potency, µM (doses to about 46.1 µM), for inactives: at the highest dose growth rescue (activation), actives largely listed as activators | actives 1.8% (n = 410,000) | AID 652104; further: potency means the concentration at half of the fitted maximal effect; % of control where 0% means no effect; nearly all actives have a fitted effect of over 50% in size
#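 In this qHTS, compounds that restore growth of yeast expressing TDP-43 appear as activators. Cells (OD600=0.02, galactose medium, raffinose-pregrown) are incubated with compound 24 hr at 30 deg C and growth is quantified by BacTiter-Glo.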
# D3 antag: blocks the human D3 dopamine receptor; P35462; D3R cells, DiscoveRx beta-arrestin luminescence, antagonist mode; active compounds read low; max response, negative = inhibition, %; actives 2.5% (n = 360,000); in the data active means max response below about -50%; inconclusive means no clear call, values can overlap the other calls; further: on the % scale 0 is the no-effect control and ±100 the full control effect; mostly tested at two doses, the higher about 12 µM
# Target sequence (P35462 whole entry, looked up): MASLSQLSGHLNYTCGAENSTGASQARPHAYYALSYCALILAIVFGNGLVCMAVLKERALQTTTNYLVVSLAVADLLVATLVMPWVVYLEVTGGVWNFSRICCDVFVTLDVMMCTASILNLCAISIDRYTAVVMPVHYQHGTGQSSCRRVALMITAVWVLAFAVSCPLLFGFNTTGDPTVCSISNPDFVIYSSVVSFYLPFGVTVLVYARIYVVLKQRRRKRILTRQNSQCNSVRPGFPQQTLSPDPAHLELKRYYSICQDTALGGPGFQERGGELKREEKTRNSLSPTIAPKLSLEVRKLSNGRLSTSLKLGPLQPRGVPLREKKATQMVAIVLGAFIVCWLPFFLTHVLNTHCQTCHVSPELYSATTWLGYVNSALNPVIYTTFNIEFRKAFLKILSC
#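 Cells plated overnight at 1500 cells/well, then exposed to library compounds with dopamine controls for 90 minutes at 37 degrees C. DiscoveRx reagent added for 30–60 minutes at room temperature; luminescence read, quantitative HTS format.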
# DRD3 agonist: activates the human D3 dopamine receptor | P35462 | D3R DiscoveRx beta-arrestin cells, luminescence, 90 min | AID 652048 | actives 0.58% (n = 410,000) | max activation, %; in the data active means max activation above about 30%; further: 0% is about no effect; mostly tested at two doses, the higher about 12 µM
#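 Cells at 1500/well, incubated overnight, then treated with pinned compounds (dopamine as control) for 90 min at 37 degrees C. DiscoveRx reagent added for 30 - 60 minutes at room temperature; luminescence read.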
# EPAC2 agonist: activates human EPAC2 exchange factor; EPAC2 activation, biochemical qHTS; response scale: 100% = 6.5 mM cAMP response; Potency, µM (titrated, usually from 154 µM), for inactives: top-dose activation, usual class: activators; actives 0.079% (n = 360,000); further: potency means the concentration at half of the fitted maximal effect; nearly all actives have a fitted effect of over 50% in size
#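 In this primary screen, activation is scored as increased exchange of BODIPY-GDP from Rap1B by 100 nM EPAC2, with 50 uM GDP as competitor. Signal is normalized to the 6.5 mM cAMP agonist control.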
# aSyn rescue: rescues yeast growth from alpha-synuclein toxicity; Potency, µM (series often up to 46.1 µM), inactives show top-dose growth rescue (activation), actives largely listed as activators; Yeast expressing alpha-synuclein, growth rescue, BacTiter-Glo, 24 h; actives 0.14% (n = 370,000); further: potency means the concentration at half of the fitted maximal effect; % of control where 0% means no effect; nearly all actives have a fitted effect of over 65% in size
#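 Galactose-induced alpha-syn yeast (OD600=0.02, raffinose-pregrown) + pinned cpd, 24 hr, 30 deg C; growth by BacTiter-Glo luminescence. Growth restoration scores as activation.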
# * = called active by the depositor; u = inconclusive; x = no result given; [ ] = dose if it differs, or a comment. Unless noted, the call rests on the fitted dose curve; in most records, active means well fitted curve in the direction sought with a large enough effect; inconclusive means small, poorly fitted or top-dose-only effect, or another doubt; inactive means no such curve, though single readings can be large; an effect the other way counts as inactive or inconclusive. The list is partial. The share of hits here may be higher or lower than overall.
SMILES,EPAC2 antagonist,FUS suppressor,Abeta yeast res,TDP43 rescue,D3 antag,DRD3 agonist,EPAC2 agonist,aSyn rescue
Cc1ccc(/C=N/n2cnc3sc4c(c3c2=O)CCCC4)o1,-3.2%,16.3%,-0.9%,7.4%,-17.9,-3.9,21.0%,-1.6%
Cc1[nH]c2c(Cl)cccc2c(=O)c1CN1CCCCCC1,-6.3%,5.0%,-5.9%,9.5%,-89.8*,-14.5,-2.8%,2.8%
O=C(C1CCC(N2C(=O)C3CC=CCC3C2=O)CC1)N1CCCCC1 (stereo unspecified),-0.3%,17.2%,-3.0%,-6.5%,0.6,5.8,7.8%,1.5%
COc1ccc(NC(=S)N(CCN(C)C)C(C)c2ccco2)cc1Cl (stereo unspecified),1.5%,x,-0.3%,u,1.5,1.0,-8.3%,-0.2%
Cc1cc(C)cc(NC(=S)NCCN2CCOCC2)c1,10.3%,6.5%,0.0%,0.8%,-23.0,1.5,2.8%,4.6%
CN1CCSc2ccc(C(=O)Nc3ccc(Cl)cc3)cc21,5.4%,-8.7%,-9.9%,-4.7%,-23.8,-11.1,3.9%,2.6%
O=C(CSc1nc2ncccc2[nH]1)NCCc1ccccc1,-12.3%,-17.1%,2.6%,5.0%,7.4,3.8,2.8%,u
CCC1CCCCN1C(=O)COC(=O)CSc1ccc(C(N)=O)cc1[N+](=O)[O-] (stereo unspecified),9.4%,-15.7%,-8.2%,13.6%,11.4,-20.3,-0.3%,-2.0%
Nc1nc2ccc(NC(=O)c3ccco3)cc2s1,1.0%,17.8%,-12.5%,-1.8%,-6.2,1.9,9.7%,3.0%
COc1cc(/C=N/Nc2nc(N3CCCC3)nc(N3CCCC3)n2)ccc1O,-2.3%,14.4%,8.1%,-16.1%,33.7,-0.4,-0.8%,0.7%
O=C(CN1C(=O)C2(SCC(=O)N2c2ccccc2)c2ccccc21)NCc1ccccc1 (stereo unspecified),x,17.6%,-23.4%,4.0%,x,-7.7,x,-4.1%
CC1(C)OC(=O)N(Cc2ccco2)C1(C)O (stereo unspecified),-0.7%,12.6%,-3.8%,5.6%,-3.8,8.1,-8.1%,-11.8%
COCCN(Cc1ccccc1)C(=O)C1CCN(C(=O)Nc2ccccc2)CC1,6.2%,-14.9%,13.5%,23.2%,-27.4,-3.8,5.4%,7.0%
Cc1c(C)n(O)c2ccc3nonc3c12,2.0%,30.6%,-93.2%[inhibitor],20.1%,-12.0,3.6,12.9%,u
CCOc1ccccc1CN1CCN(Cc2cccc3c2OCO3)CC1CCO (stereo unspecified),1.9%,-4.4%,-3.3%,8.4%,-24.1,-1.8,1.7%,-7.5%
CC(=O)c1cccc(NC(=O)CN2C(=O)c3cccnc3Sc3ccccc32)c1,x,u,-14.8%,-28.9%,x,-5.3,x,x
Cc1[nH]c(=O)nc(SCc2cccc(Cl)c2)c1C#N,-0.7%,1.9%,-14.4%,11.2%,17.0,16.4,-4.5%,0.0%
O=C(Cc1ccc(S(=O)(=O)N2CCOCC2)s1)NCCC(c1ccccc1)c1ccccc1,-5.6%,27.6%,0.7%,15.7%,30.8,1.3,8.2%,5.1%
COc1ccccc1NS(=O)(=O)c1cc(NC(=O)Cc2n[nH]c(=O)c3ccccc23)ccc1Cl,-8.3%,31.9%,6.5%,13.6%,18.0,-1.5,13.2%,1.0%
COc1ccc(NS(=O)(=O)c2cccc(C(=O)N/N=C(\C)c3ccc(-n4ccnc4)cc3)c2)cc1,1.6%,14.2%,2.0%,10.1%,-3.8,-4.7,-2.1%,-2.1%
Cc1onc(-c2ccccc2)c1NC(=O)N(CCC(=O)O)Cc1ccccc1,11.9%,13.0%,10.4%,-6.1%[1.82 µM],2.1,0.5,2.3%,3.0%
COc1ccccc1-n1cc(CN2CCN(CC=C(C)C)C(CCO)C2)cn1 (stereo unspecified),5.2%,-34.2%,2.9%,11.5%,-14.6,-19.2,9.6%,-2.2%
COc1ccc(N2CCN(C(=O)CSc3nc4ccccc4nc3Cc3ccc(Cl)cc3)CC2)cc1,x,31.6µM*,-16.3%,-5.7%,x,-6.4,x,x
O=C(CN1C(=O)NC2(CCCC2)C1=O)OCc1cccc(Br)c1,1.4%,3.6%,-7.2%,15.9%,1.1,-4.2,2.1%,18.6%
COc1ccc(CCN2CC(C(=O)NCC3(O)CCCCC3)CCC2=O)cc1 (stereo unspecified),-5.2%,x,-7.8%,14.9%,8.8,8.2,7.2%,-8.7%
O=C(NCC1CCCN(Cc2ccc3nonc3c2)C1)c1cccc(C(F)(F)F)c1 (stereo unspecified),1.7%,-6.1%,-5.2%,10.7%,-15.7,-1.7,3.8%,1.6%
Cc1nn(C)c(=O)n1-c1ccccc1,-1.3%,-6.7%,-10.4%,-6.0%,-14.0,-2.7,1.2%,1.4%
Cc1ccc2nc(SCC(=O)c3c(N)n(C4CC4)c(=O)[nH]c3=O)[nH]c2c1,70.8µM*,13.1%,-16.7%,10.8%,-1.5,2.3,27.0%,-0.5%
CCOc1nc(C)ccc1-c1noc(-c2ccncc2)n1,-3.3%,16.0%,-11.1%,28.1%,6.3,-0.9,11.2%,20.4%
COC(=O)CSc1nnc(CCc2nc3ccccc3[nH]2)n1C,16.7%,-21.7%,-6.6%,2.6%,13.4,3.8,1.3%,-16.7%
Cc1ccccc1OCCC(=O)OCC(=O)NC1CCCCC1,-3.5%,28.2%,3.5%,-0.6%,14.2,-10.9,6.2%,-3.1%
CCc1ccc(N(CC)C(=O)Cn2cnc3sc(C)c(S(=O)(=O)N4CCN(c5ncccn5)CC4)c3c2=O)cc1,x,-6.0%,-7.8%,24.4%,x,0.8,x,x
O=C(COc1cccc2c1CCN(Cc1ccc(Br)cc1)C2=O)NCc1ccco1,-10.5%,x,-11.7%,19.1%,-19.1,-5.5,12.0%,20.6%
COc1cc(NC(=O)CC(c2cccs2)N2Cc3ccccc3C2=O)cc(OC)c1OC (stereo unspecified),x,-14.6%,-9.3%,4.7%,x,-9.8,x,-1.8%
COc1cc(CN2CCNC(=O)C2CC(=O)NCc2csc(C(C)C)n2)cc(OC)c1 (stereo unspecified),0.6%,0.7%,0.2%,4.6%,2.8,-10.1,-0.3%,0.0%
CC1CCN(S(=O)(=O)c2ccc(NC(=O)CNC3CCCCC3)cc2)CC1,-8.9%,-4.5%,9.2%,-9.4%,1.4,-0.3,5.9%,-0.1%
COCC(=O)OCC(=O)Nc1cc(C)c(C)cc1[N+](=O)[O-],-1.9%,9.1%,-12.3%,-14.9%,7.8,1.1,10.8%,8.4%
CC1(C(=O)NS(=O)(=O)c2ccc(Cl)cc2)CCN1C(=O)CCC1CCCC1 (stereo unspecified),2.0%,17.0%,-3.5%,10.2%,15.6,3.1,-1.8%,1.7%
CSc1ncc(C(=O)Nc2cccc(Cl)c2)c(C)n1,1.6%,-20.5%,u,u,2.5,-1.2,4.0%,5.1%
Cc1ccc(C(=O)NC(=S)Nc2ccccc2C(F)(F)F)cc1,-16.8%,-0.4%,2.9%,-2.0%,0.0,-8.3,22.3%,-14.3%

# Some entries already given, limited to TDP43 rescue, D3 antag and aSyn rescue:
SMILES,TDP43 rescue,D3 antag,aSyn rescue
Cc1onc(-c2ccccc2)c1NC(=O)N(CCC(=O)O)Cc1ccccc1,-6.1%[1.82 µM],2.1,3.0%
COc1ccccc1-n1cc(CN2CCN(CC=C(C)C)C(CCO)C2)cn1 (stereo unspecified),11.5%,-14.6,-2.2%
COc1ccc(N2CCN(C(=O)CSc3nc4ccccc4nc3Cc3ccc(Cl)cc3)CC2)cc1,-5.7%,x,x
O=C(CN1C(=O)NC2(CCCC2)C1=O)OCc1cccc(Br)c1,15.9%,1.1,18.6%
COc1ccc(CCN2CC(C(=O)NCC3(O)CCCCC3)CCC2=O)cc1 (stereo unspecified),14.9%,8.8,-8.7%

# The list continues:
SMILES,EPAC2 antagonist,FUS suppressor,Abeta yeast res,TDP43 rescue,D3 antag,DRD3 agonist,EPAC2 agonist,aSyn rescue
COC(=O)c1c(NC(=O)C2C3CCC(O3)C2C(=O)O)sc2c1CCCCCC2 (stereo unspecified),-10.3%,x,7.1%,0.0%,7.3,0.8,5.7%,0.2%
CC(C)(C)OC(=O)N1Cc2ccccc2C[C@H]1C(=O)N1CCC[C@H]1C(=O)O,4.7%,4.6%,3.3%,-19.8%,-19.7,-5.0,5.5%,-2.5%
COc1cccc(C(=O)Nc2ccccc2-c2nnc(-c3cccc(OC)c3)o2)c1,x,-9.9%,-14.2%,-9.1%,x,-13.6,x,0.8%
CCOc1ccc2oc(=O)cc(C)c2c1,5.2%,-34.7%,u,14.5%,17.9,6.8,10.7%,5.2%
COc1ccc(S(=O)(=O)Nc2cccc3c2O[C@H](CN(C)C(=O)NC(C)C)[C@@H](C)CN([C@H](C)CO)C3=O)cc1,-25.5%,11.3%,0.0%,3.5%,10.8,-18.7,4.8%,-0.3%
CCOC(=O)CSc1nnc(-c2cccc(Br)c2)o1,11.9%,13.3%,-20.7%,9.8%,4.1,-3.5,15.5%,-1.3%
O=C(NNS(=O)(=O)c1ccc(Cl)cc1)c1sccc1-n1cccc1,13.1%,24.4%,-3.3%,3.5%,-8.9,-8.0,3.7%,-5.5%
O=C(Nc1cccc(Cl)c1Cl)c1cc(S(=O)(=O)N2CCC3(CC2)OCCO3)ccc1F,x,-4.4%,-1.6%,-13.4%,x,-3.5,x,x
CC1(C)Cc2c(sc3[nH]c(=S)n(Cc4ccccc4)c(=O)c23)CO1,-4.4%,-18.3%,-2.2%,6.9%,-6.1,-1.8,5.1%,2.9%
CCOC(=O)C1=C(COC(=O)CCc2ccc(CC)cc2)NC(=O)NC1C (stereo unspecified),1.1%,x,4.9%,10.2%,18.0,12.4,-2.3%,11.0%
COc1ccc(OC)c(/C=N/NC(=O)c2[nH]nc3c2CCc2ccccc2-3)c1,5.5%,4.2%,19.0%,18.5%,-17.8,-4.5,8.2%,-6.6%
Cn1c(SCC(=O)Nc2ccc3c(c2)OCO3)nnc1C(F)(F)F,3.0%,4.6%,-10.8%,19.8%,2.0,-7.2,-1.7%,-7.5%
Cc1ccn(-c2ccc([N+](=O)[O-])cc2)n1,-3.1%,17.8%,-14.7%,u,-3.8,-0.6,2.4%,-1.1%
